# eIF2B yeast act = GCN4-lacZ reporter reduction in eIF2B-epsilon mutant yeast, primary screen, S. cerevisiae, eIF2B-epsilon R284H, Beta-Glo luminescence; inhibition, % at 25 µM (by protocol); actives 0.91% (n = 27,000);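 active = mutant luminescence inhibited past about 50% while wild type luminescence and mutant growth stay under set limits, limit read from the data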; note: some compounds called inactive have numbers as strong as hits
#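 Material – yeast eIF2B-epsilon R284H mutant carrying GCN4–beta-galactosidase fusion · Medium – YPD yeast growth medium · Compound – one concentration, 25 µM, 0.25% DMSO · Times – 16 h at 30 °C exposure · Signal – Beta-Glo luminescence plus absorbance at 595 nm · Read-out – % inhibition of reporter signal and growth versus controls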
# Yeast tox = yeast growth toxicity, wild-type and mutant, primary screen, cytotoxicity control for eIF2B function restoration project, wild-type and eIF2Bepsilon R284H mutant, A595 | S. cerevisiae wild-type growth, A595 turbidity, 16 h | growth inhibition, % at 25 µM (by protocol) | actives 0.3% (n = 30,000) | AID 685, 2007;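 active = mutant and wild-type yeast strains alike exhibit over 30% growth inhibition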;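 note: 0% = untreated cell controls and 100% = YPD media blanks without cells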
#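 System: S. cerevisiae wild-type or eIF2Bepsilon-R284H mutant strain; times: 16 h growth with compound, 30 °C; signal: absorbance at 595 nm (turbidity); measure: growth inhibition (%) versus cell controls and blanks; compound: 25 µM single dose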
# Yeast tox inhibition % = second read-out of Yeast tox, no call of its own (marks repeat the call); growth inhibition, %; S. cerevisiae eIF2Bepsilon-R284H mutant growth, A595 turbidity, 16 h;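 each compound tested once at 25 µM; 0% equals untreated cells and 100% equals cell-free medium blanks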
# eIF2B yeast act mutant toxicity = recorded beside eIF2B yeast act, whose call it bears; growth inhibition, %; measured here: mutant yeast growth, toxicity;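 each compound tested once at 25 µM; zero equals untreated control growth and 100 equals blank medium absorbance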
# Numbers without * were called inactive; / = no result given. Some of the compounds tested; the hit share may differ from the screen's.
1) Cc1cccc(CN2CCN(Cc3ccc(Cl)cc3)CC2)c1
2) CC1=CC(=O)NP(=O)(Oc2ccc3ccccc3c2)N1 (stereo unspecified)
3) O=C(Nc1cccc(OC(=O)N2CCOCC2)c1)N1CCOCC1
4) CCCCn1c(O)c(C(CC)=NCc2cccnc2)c(=O)[nH]c1=O
5) CN(Cc1ccccc1)C(=C(Cl)Cl)/C(=C1/NCCN1Cc1ccc(Cl)nc1)[N+](=O)[O-]
screen / no.,1,2,3,4,5
Yeast tox,18,-2,7,21,13
eIF2B yeast act,/,33,-8,11,29
eIF2B yeast act mutant toxicity,/,-11,/,2,12
Yeast tox inhibition %,3,-11,0,2,12

# The closing 3 entries of the section above are carried over, then new ones follow:
3) O=C(Nc1cccc(OC(=O)N2CCOCC2)c1)N1CCOCC1
4) CCCCn1c(O)c(C(CC)=NCc2cccnc2)c(=O)[nH]c1=O
5) CN(Cc1ccccc1)C(=C(Cl)Cl)/C(=C1/NCCN1Cc1ccc(Cl)nc1)[N+](=O)[O-]
6) Cc1ccc(OCC(=O)N2CCN(C)CC2)c(Br)c1
7) Cc1ccc(-n2nc(C)cc2NC(=O)COc2cc(C)cc3oc(=O)c4c(c23)CCC4)cc1
8) CN(C)C(=O)Oc1ccc(OC(=O)c2ccccc2)cc1
9) CC1(C)CC(=O)C(C2(O)C(=O)NC(=O)NC2=O)=C(O)C1
10) CN1C(=O)N(C)C(=O)C2(Cc3c(nc4ccccn4c3=O)N3CCc4ccccc4C32)C1=O (stereo unspecified)
screen / no.,3,4,5,6,7,8,9,10
Yeast tox,7,21,13,/,3,1,9,11
eIF2B yeast act,-8,11,29,-1,-2,51*,20,48
eIF2B yeast act mutant toxicity,/,2,12,/,-14,/,12,-5
Yeast tox inhibition %,0,2,12,/,-14,21,12,-5

11) COc1ccccc1CC1/C(=N/O)C2CCN1CC2 (stereo unspecified)
12) Cc1ccc2nc3c(cc2c1)CC1(C(=O)N(C)C(=O)N(C)C1=O)C1CCCCN31 (stereo unspecified)
13) CCN(CC)CCCN=Cc1c(O)n(Cc2ccc(F)cc2)c(=O)[nH]c1=O
14) CC(=NCCN1CCCCC1)c1c(O)n(Cc2ccccc2)c(=O)[nH]c1=O
15) CCC1(CC)C(=O)N(Cc2ccccc2)C(=O)N(Cc2ccccc2)C1=O
screen / no.,11,12,13,14,15
Yeast tox,6,4,-1,2,12
eIF2B yeast act,16,17,-38,21,36
eIF2B yeast act mutant toxicity,/,14,12,-8,19
Yeast tox inhibition %,0,14,12,-8,19

16) CC(=O)O[C@]1(c2ccccc2)CCN(C)[C@H]2CCCC[C@@H]21
17) CCCCSC1=NN1c1nc(N)nc(C)c1CC
18) Cc1cc(NC(=O)COC(=O)c2c(C)nn(Cc3ccccc3Cl)c2C)no1
19) CC1(C)C(c2ccccc2)=NC(c2cccnc2)=[N+]1[O-]
20) CCn1cc(C(=O)c2ccccc2)c2ccccc21
screen / no.,16,17,18,19,20
Yeast tox,11,12,-3,2,10
eIF2B yeast act,-35,/,/,-9,17
eIF2B yeast act mutant toxicity,12,/,/,-56,8
Yeast tox inhibition %,12,20,9,-56,8

# One compound at a time, from the list above. Screens in order: Yeast tox | eIF2B yeast act | eIF2B yeast act mutant toxicity | Yeast tox inhibition %
# CC(=O)O[C@]1(c2ccccc2)CCN(C)[C@H]2CCCC[C@@H]21 across the screens: 11 | -35 | 12 | 12
# Cc1cc(NC(=O)COC(=O)c2c(C)nn(Cc3ccccc3Cl)c2C)no1 across the screens: -3 | / | / | 9

# Continuation.
21) Cc1cccc(CN(C)C)c1OC(=O)N(C)C
22) CCOC(=O)C1=C(C)OC(N)=C(C#N)C12C(=O)N(C)c1ccccc12 (stereo unspecified)
23) CCCCSP1(=S)NCCCN1
24) CCOC(=O)C(O)(c1ccc(N(CC)S(=O)(=O)c2ccccc2)cc1)C(F)(F)F (stereo unspecified)
25) CCC(=O)N1CC(=O)Nc2ccc(Cl)cc2C1c1ccc(F)cc1 (stereo unspecified)
screen / no.,21,22,23,24,25
Yeast tox,-11,-25,/,-12,16
eIF2B yeast act,16,-9,-12,30,17
eIF2B yeast act mutant toxicity,-19,5,/,-11,6
Yeast tox inhibition %,-19,5,/,-11,6

26) CN1CCC(O)(c2ccccc2)C(C(=O)c2ccccc2)C1 (stereo unspecified)
27) COCCCn1c(N)c(C(=O)Nc2sc3c(c2C(=O)OC)CCCC3)c2nc3ccccc3nc21
28) CCOC(=O)N(C)c1ccc(C(O)(C(=O)OC)C(F)(F)F)cc1 (stereo unspecified)
29) COc1ccc(CCNCc2ccc(OC)c(OC)c2OC)cc1
30) O=C(Cn1cnc2sc3c(c2c1=O)CCCC3)NCCCC(=O)N1CCC2(CC1)OCCO2
screen / no.,26,27,28,29,30
Yeast tox,14,4,/,7,22
eIF2B yeast act,20,31,16,17,/
eIF2B yeast act mutant toxicity,-5,-10,/,14,/
Yeast tox inhibition %,-5,-10,/,14,15

31) COc1ccc(C(=O)CC2(CC(=O)c3ccc(OC)cc3)C(=O)N(C)C(=O)N(C)C2=O)cc1
32) Cn1c(C(=O)N2CCC(C(=O)N3CCC4(CC3)OCCO4)CC2)cc2sccc21
33) O=c1c2ccccc2nc(-c2cccs2)n1-c1cnccn1
34) Cc1ccc(CN2CC3CC(C2)c2cccc(=O)n2C3)cc1 (stereo unspecified)
35) O=C1NC(=O)C(CCc2ccncc2)(Cc2ccc3c(c2)OCO3)C(=O)N1CCc1ccccc1 (stereo unspecified)
screen / no.,31,32,33,34,35
Yeast tox,4,12,9,2,14
eIF2B yeast act,18,17,-2,19,/
eIF2B yeast act mutant toxicity,6,12,-8,11,/
Yeast tox inhibition %,6,12,-8,11,3

36) CCCc1[nH]nc2c1C1(C(=O)N(Cc3ccccc3)c3ccccc31)C(C(=O)OC)=C(N)O2 (stereo unspecified)
37) OCCN(CC#CC(O)(c1ccccc1)C1CCCC1)CCO (stereo unspecified)
38) O=C(c1ccco1)c1cn(Cc2ccc(Cl)cc2)c2ccccc12
39) Cn1c(O)c(C=NCc2cccs2)c(=O)n(C)c1=O
40) CCN(CC)c1ccc(N=Cc2c(O)n(CCC3=CCCCC3)c(=O)[nH]c2=O)cc1
screen / no.,36,37,38,39,40
Yeast tox,9,36,9,7,21
eIF2B yeast act,/,24,/,26,20
eIF2B yeast act mutant toxicity,/,15,/,16,12
Yeast tox inhibition %,16,15,18,16,12

# Reformatted: entries from further up
No.	canonical_smiles	Yeast tox	eIF2B yeast act	eIF2B yeast act mutant toxicity	Yeast tox inhibition %
20	CCn1cc(C(=O)c2ccccc2)c2ccccc21	10	17	8	8
21	Cc1cccc(CN(C)C)c1OC(=O)N(C)C	-11	16	-19	-19
22	CCOC(=O)C1=C(C)OC(N)=C(C#N)C12C(=O)N(C)c1ccccc12 (stereo unspecified)	-25	-9	5	5
23	CCCCSP1(=S)NCCCN1	/	-12	/	/

# In a second layout: entries from further up
# Every second line gives: Yeast tox	eIF2B yeast act	eIF2B yeast act mutant toxicity	Yeast tox inhibition %
36. CCCc1[nH]nc2c1C1(C(=O)N(Cc3ccccc3)c3ccccc31)C(C(=O)OC)=C(N)O2 (stereo unspecified)
    9	/	/	16
37. OCCN(CC#CC(O)(c1ccccc1)C1CCCC1)CCO (stereo unspecified)
    36	24	15	15
38. O=C(c1ccco1)c1cn(Cc2ccc(Cl)cc2)c2ccccc12
    9	/	/	18
39. Cn1c(O)c(C=NCc2cccs2)c(=O)n(C)c1=O
    7	26	16	16

# Additional structures follow:
41) O=c1[nH]c(=S)n(Cc2ccc(F)cc2)c(O)c1C=NCc1cccnc1
42) COc1cccc(CN2CCCCC2c2cccnc2)c1 (stereo unspecified)
43) CCC(C)C12CN3CCN(CC(C)(C3)C1=O)C2 (stereo unspecified)
44) N[C@@H](Cc1c[nH]c2ccccc12)c1nnc(SCc2ccccc2F)o1
45) CN(C)CC#CCOCCOCCC#N
screen / no.,41,42,43,44,45
Yeast tox,-3,6,14,3,-7
eIF2B yeast act,-17,9,17,23,19
eIF2B yeast act mutant toxicity,-19,-16,22,-3,-32
Yeast tox inhibition %,-19,-16,22,-3,-32

46) COc1cccc(OC)c1C(=O)Nc1nc(N)n(-c2ccccc2)n1
47) C=Cn1ccnc1P(=S)(c1ccc(N(C)C)cc1)c1nccn1C=C
48) O=C(COC(=O)Cc1ccccc1)NC12CC3CC(CC(C3)C1)C2
49) Cc1ccc(N2C(=O)NC(=O)C3(Cc4ccccc4N4CCCC43)C2=O)cc1 (stereo unspecified)
50) CCC(=NCc1cccnc1)c1c(O)n(C2CCCCC2)c(=O)[nH]c1=O
screen / no.,46,47,48,49,50
Yeast tox,11,-9,1,/,9
eIF2B yeast act,/,/,20,16,18
eIF2B yeast act mutant toxicity,/,/,-14,/,11
Yeast tox inhibition %,21,4,-14,/,11

51) Cc1c(/C=C2/CC3C4CC=C5CC(O)CCC5(C)C4CCC3(C)C2=O)cnn1C (stereo unspecified)
52) COc1cccc(-c2nc(CS(=O)CC(=O)N3CCC4(CC3)OCCO4)c(C)o2)c1 (stereo unspecified)
53) CC1=NN(c2ccccc2)C(=O)C1/C=C1\C(=O)NC(=O)N(c2cc(C)cc(C)c2)C1=O (stereo unspecified)
54) CCOc1ccccc1-n1c(O)c(C=NCc2ccc3c(c2)OCO3)c(=O)[nH]c1=O
55) O=c1c2ccccc2nc(-c2ccco2)n1-c1ccccn1
screen / no.,51,52,53,54,55
Yeast tox,/,19,9,-2,18
eIF2B yeast act,12,24,-27,3,24
eIF2B yeast act mutant toxicity,/,-5,/,-8,-12
Yeast tox inhibition %,/,-5,0,-8,-12

56) Cc1ccc(-c2nc(N(C)C3CCN(C)CC3)c3ccccc3n2)cc1
57) C[n+]1ccc(-c2ccncc2)cc1
58) Cc1ccc2c(c1)CC1(CN2C)C(=O)NC(=O)N(C(C)C)C1=O (stereo unspecified)
59) COc1ccccc1N1CCN(C(CNC(=O)Oc2ccccc2)c2cccnc2)CC1 (stereo unspecified)
60) COCCCNC(=O)c1c(NC(=O)c2ccccc2Cl)n(Cc2ccccc2)c2nc3ccccc3nc12
61) Cc1c(N=Cc2c(O)n(CCc3ccccc3)c(=O)[nH]c2=O)c(=O)n(-c2ccccc2)n1C
screen / no.,56,57,58,59,60,61
Yeast tox,11,-2,29,15,-4,/
eIF2B yeast act,24,-20,-10,11,-1,7
eIF2B yeast act mutant toxicity,12,3,4,-9,10,/
Yeast tox inhibition %,12,3,4,-9,10,/

# Compound activity from PubChem BioAssay.
